TGFb inhibitor = blocks TGF-b signaling. Potency, µM (series often up to 46.1 µM), for the others: at the top dose activity, negative = inhibition, usual class: inhibitors. AID 588855. HepG2 CAGA-GFP TGF-b/SMAD3 reporter, GFP fluorescence, 18 h; TGF-beta stimulated, 500 pg/mL final. hit rate 1.2% among 410,000; also: potency is read from the fitted curve at half-maximal effect; % is scaled to controls: 0 for no effect and ±100 for the full control effect; nearly all actives have a fitted effect of over 65% in size
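Smad-responsive CAGA-GFP expression was quantified in HEPG2 cells exposed to compounds and 500 pg/mL final TGF-beta for 18 h at 37 degrees C; unstimulated wells defined full inhibition.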
A549 tox = counter-screen for Nrf2 inhibitors: cytotoxicity in A549 cells. A549 ARE-Fluc cells, CellTiter-Fluor viability, 18-24 h. Potency, µM (titrated, usually from 46 µM), without a hit: at the highest dose activity change, negative = cytotoxicity, usual class: inhibitors. hit rate 0.16% among 390,000; also: potency is read from the fitted curve at half-maximal effect; % is scaled to controls: 0 for no effect and ±100 for the full control effect
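Cytotoxicity counterscreen: CellTiter-Fluor fluorescence was measured in A549 ARE_Fluc cells after 18-24 h of compound exposure in a concentration series. The subsequent BugLite luminescent read reports ARE-luciferase activity.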
EPAC2 ag = EPAC2 (human) agonism. Q8WZA2. EPAC2 activation, biochemical qHTS; response scale: 100% = 6.5 mM cAMP response. Potency, µM (titrated, usually from 154 µM), for the others: at the top dose activation, most hits filed as activators. hit rate 0.079% among 360,000. AID 720711; also: potency is read from the fitted curve at half-maximal effect; nearly all actives have a fitted effect of over 50% in size
Target sequence (Q8WZA2 whole entry, looked up): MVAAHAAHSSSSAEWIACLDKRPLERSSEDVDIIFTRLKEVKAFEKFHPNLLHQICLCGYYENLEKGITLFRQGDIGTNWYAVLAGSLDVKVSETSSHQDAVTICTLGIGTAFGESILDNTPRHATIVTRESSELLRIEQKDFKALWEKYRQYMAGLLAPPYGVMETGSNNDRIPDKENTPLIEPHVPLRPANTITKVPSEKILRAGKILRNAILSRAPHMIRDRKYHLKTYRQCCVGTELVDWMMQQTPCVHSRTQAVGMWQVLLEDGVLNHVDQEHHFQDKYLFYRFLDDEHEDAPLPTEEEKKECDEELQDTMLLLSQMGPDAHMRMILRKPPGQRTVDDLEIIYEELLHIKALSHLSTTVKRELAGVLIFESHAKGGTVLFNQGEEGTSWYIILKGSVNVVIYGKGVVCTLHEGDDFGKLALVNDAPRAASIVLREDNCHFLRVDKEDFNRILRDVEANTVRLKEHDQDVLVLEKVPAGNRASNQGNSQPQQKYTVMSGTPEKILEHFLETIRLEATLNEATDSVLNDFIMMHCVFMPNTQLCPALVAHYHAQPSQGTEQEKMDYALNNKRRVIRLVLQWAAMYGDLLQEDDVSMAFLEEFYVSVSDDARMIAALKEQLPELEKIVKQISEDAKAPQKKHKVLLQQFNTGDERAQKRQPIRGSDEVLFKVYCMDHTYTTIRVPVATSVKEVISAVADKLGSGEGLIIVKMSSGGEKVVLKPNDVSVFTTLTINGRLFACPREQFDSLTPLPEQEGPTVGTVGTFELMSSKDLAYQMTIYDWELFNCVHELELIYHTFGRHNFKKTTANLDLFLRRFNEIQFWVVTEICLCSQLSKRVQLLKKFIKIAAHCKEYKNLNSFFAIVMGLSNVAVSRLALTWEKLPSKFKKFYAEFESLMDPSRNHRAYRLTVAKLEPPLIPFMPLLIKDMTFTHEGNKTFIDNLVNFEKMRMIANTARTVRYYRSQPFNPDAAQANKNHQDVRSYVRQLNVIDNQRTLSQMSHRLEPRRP
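Guanine nucleotide exchange by EPAC2 is measured as reduced fluorescence of BODIPY-GDP once it is released from 250 nM Rap1B. Plates are read kinetically for 30 min at room temperature; results are scaled to 6.5 mM cAMP.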
MmCpn inh = inhibitors of Methanococcus maripaludis chaperonin (MmCpn) | Potency, µM (highest dose often 76.9 µM), inactives show at the top dose activity, negative = inhibition, hits mostly inhibitors | hit rate 0.031% among 330,000 | purified Mm-Cpn ATPase, ADP Transcreener TR-FRET | AID 504842; also: potency is read from the fitted curve at half-maximal effect; % is scaled to controls: 0 for no effect and ±100 for the full control effect; nearly all actives have a fitted effect of over 80% in size
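ATPase read-out: TR-FRET ADP immunoassay (anti-ADP Eu cryptate vs ADP-d2), ex 320 nm, em 590/665 nm; signal drops as ADP forms. Enzyme 25 nM, ATP 10 uM, 30 min at 37°C after 10 min compound preincubation.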
CCT chaperon mod = cytosolic chaperonin activity modulation; hit rate 0.3% among 360,000; AID 651819; purified chaperonin ATPase assay, HTRF ADP detection, 30 min; activity change, % (test concentration not listed), hits read low; in the data active = activity change below about -30%; also: % is scaled to controls: 0 for no effect and ±100 for the full control effect
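Nucleotide hydrolysis assay: TRiC at 20–40 nM final (set by batch activity) with 10 uM ATP, 30 min at 37 °C, in presence of 76 uM compound. Detection by competitive ADP HTRF, 30 min ambient.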
EPAC2 antag = EPAC2 (human) antagonism; EPAC2 GEF exchange of Rap1B-BODIPY-GDP, fluorescence; Potency, µM (titrated, usually from 114 µM), without a hit: top-dose activity, negative = inhibition, usual class: inhibitors; hit rate 0.18% among 360,000; also: potency is read from the fitted curve at half-maximal effect; % is scaled to controls: 0 for no effect and ±100 for the full control effect; nearly all actives have a fitted effect of over 45% in size; many of its hits are not listed in these tables
Nrf2 block = Nrf2 pathway inhibition. A549 ARE-Fluc reporter, luciferase luminescence, 18-24 h. Potency, µM (series often up to 46 µM), for inactives: top-dose activity change, negative = inhibition, usual class: inhibitors. hit rate 2.1% among 360,000. AID 504444; also: potency is read from the fitted curve at half-maximal effect; % is scaled to controls: 0 for no effect and ±100 for the full control effect; nearly all actives have a fitted effect of over 60% in size
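Nrf2 activity is the BugLite luminescence, read 15 min after reagent at room temperature, following CellTiter-Fluor cytotoxicity readout (30 min, 37C). Compound titrations were applied for 18-24 h to 5000 A549 ARE_Fluc cells/well in 5% FBS OPTI-MEM.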
Nrf2 ARE act = Nrf2 pathway activation | AREc32 ARE-luciferase reporter (MCF7-derived line), luminescence, 24 h | Potency, µM (titrated, usually from 46.1 µM), for the others: top-dose activation, most hits filed as activators | hit rate 0.31% among 410,000; also: potency is read from the fitted curve at half-maximal effect; % of control where 0% means no effect; nearly all actives have a fitted effect of over 65% in size
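Cells of the AREc32 ARE-luciferase line are plated in OPTI-MEM containing 5% FBS and left overnight at 37 deg C. Compounds are pinned in, incubation continues 24 hr, and firefly luciferase signal is then measured.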
pAkt inh = inhibitors of Akt phosphorylation; Neuro2A IGF-stimulated pAkt S473 HTRF, 20 min; active compounds read low; activity change, % for hits at 50 µM; hit rate 0.32% among 360,000; AID 651550; in the data active = activity change below about -80%; inconclusive = mostly about -51% to -80%; also: % is scaled to controls: 0 for no effect and ±100 for the full control effect
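Neuro2A cells (4,500/well, DMEM with 0.5% FBS) were treated with compound at a single 50 µM final concentration, stimulated with 6 nM IGF for 20 min at 37 °C, and lysed. Phospho-Akt Ser473 was read by HTRF as 665/615 ratio ×10^4.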
An asterisk follows results filed as active; i = inactive; ? = inconclusive; . = no result given; & = joins results of further samples. Unless noted, calls follow the shape of the dose curve; as a rule, active = well fitted curve in the direction sought with a large enough effect; inconclusive = small, poorly fitted or top-dose-only effect, or another doubt; inactive = no such curve, though single readings can be large; an effect the other way counts as inactive or inconclusive. The list is partial; rates above refer to the full screens.

Below each compound: TGFb inhibitor | A549 tox | EPAC2 ag | MmCpn inh | CCT chaperon mod | EPAC2 antag | Nrf2 block | Nrf2 ARE act | pAkt inh
1) CC1(C)NC(=O)N(CCC(=O)Nc2cc(C(F)(F)F)ccc2Cl)C1=O
  -8.3% | 9.8% | 5.9% | 2.9% | -3.2 | 1.9% | ? | 1.6% | i
2) CC(=O)NCc1ccc(-c2csc(N)n2)s1
  -17.3% | -7.7% | 1.5% | -1.6% | 0.3 | 4.9% | 22.1% | -0.1% | i
3) CCc1c(C)nc2c(-c3ccccc3OC)c(C)[nH]n2c1=O
  14.8% | -1.2% | 3.1% | 2.8% | -2.2 | -7.5% | ? | -0.4% | i
4) CN(C(=O)CSC1=NCCS1)c1ccccc1
  -30.6% | -6.5% | 4.5% | -2.4% | -2.0 | -2.8% | -4.7% | 2.2% | i
5) COc1ccc(-c2c(C)nn(-c3ccccc3)c2N)cc1OC
  3.6% | -8.2% | 7.9% | 0.2% | -3.8 | -4.5% | -14.5% | -0.4% | i
6) CCCC(=O)Nc1nn(CC(C)C)c2nc3cc(C)ccc3cc12
  -0.7% | 2.1% | 5.4% | -2.2% | -0.7 | 6.8% | -14.6% | -0.4% | i
7) CC(NCc1cccs1)C(=O)Nc1cc(Cl)cc(Cl)c1 (stereo not given)
  ? | 1.1% | 14.5% | 1.9% | -1.5 | -27.6% | -1.2% | 3.5% | i
8) CCCN(C(=O)c1cn(CC)c2nc(C)ccc2c1=O)c1c(N)n(Cc2ccccc2)c(=O)[nH]c1=O
  -3.2% | 0.1% | -8.0% | -2.4% | -1.5 | -0.1% | -12.3% | -0.5% | i
9) CCCCOc1ncnc2c1[nH]c1ccc(C)cc12
  0.0% | -10.3% | 3.3% | -2.4% | 1.3 | 2.0% | ? | -0.3% | i
10) Cc1cccc(C)c1OCc1cc(C(=O)N2CCN(c3ccc(F)cc3)CC2)no1
  ? | -1.8% | -4.1% | 4.8% | -3.5 | -3.0% | ? | 0.0% | i
11) Cc1onc(-c2ccccc2)c1C(=O)N1CCCSC1=Nc1ccccc1
  17.4%&10.1% | 9.4%&-8.2% | 13.5%&9.1% | 2.1% | -2.0&-1.8 | 0.5%&-0.2% | 27.2%&-10.0% | 0.4%&0.1% | i
12) c1csc(Cn2nnnc2CN2CCN(c3nc4ccccc4s3)CC2)c1
  -10.4% | -20.4% | 3.1% | 1.0% | 0.6 | -6.5% | ? | -0.7% | i
13) CN1CCN(S(=O)(=O)c2cccc(C(=O)N3CCN(c4ccccc4F)CC3)c2)CC1
  0.1% | -3.7% | 6.3% | -0.1% | -1.0 | -2.6% | -4.2% | -0.4% | i
14) CC(=O)c1cccc(NC(=O)CNC(=O)Cc2cccc3ccccc23)c1
  -12.9% | 9.5% | 7.3% | -1.4% | 0.5 | 2.5% | 6.4% | -0.4% | i
15) Cc1cc(NC(=O)CSc2[nH]c(=O)cc(C(F)(F)F)c2C#N)no1
  1.1% | 1.5% | 3.1% | 1.7% | 0.7 | -20.8% | 6.0% | 0.0% | i

Some of these compounds in order of count of non-hydrogen atoms, descending:
Below each compound: TGFb inhibitor | A549 tox | EPAC2 ag | MmCpn inh | CCT chaperon mod | EPAC2 antag | Nrf2 block | Nrf2 ARE act | pAkt inh
11) Cc1onc(-c2ccccc2)c1C(=O)N1CCCSC1=Nc1ccccc1
  17.4%&10.1% | 9.4%&-8.2% | 13.5%&9.1% | 2.1% | -2.0&-1.8 | 0.5%&-0.2% | 27.2%&-10.0% | 0.4%&0.1% | i
15) Cc1cc(NC(=O)CSc2[nH]c(=O)cc(C(F)(F)F)c2C#N)no1
  1.1% | 1.5% | 3.1% | 1.7% | 0.7 | -20.8% | 6.0% | 0.0% | i
3) CCc1c(C)nc2c(-c3ccccc3OC)c(C)[nH]n2c1=O
  14.8% | -1.2% | 3.1% | 2.8% | -2.2 | -7.5% | ? | -0.4% | i
7) CC(NCc1cccs1)C(=O)Nc1cc(Cl)cc(Cl)c1 (stereo not given)
  ? | 1.1% | 14.5% | 1.9% | -1.5 | -27.6% | -1.2% | 3.5% | i
9) CCCCOc1ncnc2c1[nH]c1ccc(C)cc12
  0.0% | -10.3% | 3.3% | -2.4% | 1.3 | 2.0% | ? | -0.3% | i
2) CC(=O)NCc1ccc(-c2csc(N)n2)s1
  -17.3% | -7.7% | 1.5% | -1.6% | 0.3 | 4.9% | 22.1% | -0.1% | i

Additional entries follow:
Below each compound: TGFb inhibitor | A549 tox | EPAC2 ag | MmCpn inh | CCT chaperon mod | EPAC2 antag | Nrf2 block | Nrf2 ARE act | pAkt inh
16) COCCNC(=O)C(c1ccc(C)o1)N(C(=O)c1snc(C(N)=O)c1N)c1cccc(C)c1 (stereo not given)
  26.5% | -4.2% | 5.5% | -4.0% | -1.8 | -6.2% | -11.3% | -0.4% | i
17) CN1CCN(C(=O)C2=C[C@H](c3coc4ccccc4c3=O)C[C@H](OCCCCO)O2)CC1
  -0.6% | -9.8% | 14.2% | . | -0.9 | 21.6% | 0.8% | -0.2% | i
18) Cc1cc(N(C)Cc2ccccc2)nc2cc(O)ccc12
  -2.7% | 0.0% | 5.0% | -2.1% | 1.3 | ? | -3.8% | 7.8% | i
19) CC(=O)c1cccc(CN2CCCC(CCC(=O)NCc3ccccc3F)C2)c1 (stereo not given)
  -20.0% | -2.8% | 3.1% | 0.5% | 0.9 | -3.8% | 5.0% | 0.3% | i
20) CCOC(=O)c1sc(=NC(=O)c2c(F)cccc2F)n(C)c1C
  21.4% | 1.3% | 17.2% | -4.1% | 0.3 | 3.6% | 3.2% | 9.4% | i
21) CS(=O)(=O)c1ccc(C(=O)NNC(=O)c2cc(-c3ccccc3)n[nH]2)cc1
  -21.1% | 0.0% | -2.5% | 1.1% | -0.2 | -28.2% | 0.3% | 0.1% | i
22) Cn1cc(C(=O)Nc2ccc(F)c(Cl)c2)cn1
  ? | -1.2% | 0.1% | -2.5% | 2.2 | 10.4% | 26.6% | 0.6% | i
23) COc1cc(OC)c(NC(=O)N2CCCn3nc(C)cc32)cc1Cl
  10.4% | -4.4% | . | . | . | . | 29.0% | 3.2% | .
24) Nc1nc(Nc2ccc(Cl)cc2Cl)nc(C(F)(F)F)n1
  -0.6% | 2.7% | -12.0% | -3.9% | 1.3 | -3.3% | . | 7.7% | i
25) Brc1cc2c(cc1CSc1ncccn1)OCO2
  -1.6% | 6.5% | 20.0% | -1.3% | -1.5 | 35.5µM* | -52.7% | 4.3% | i
26) CCCN(C(=O)CSc1nnc(-c2ccoc2C)n1N)C1CCS(=O)(=O)C1 (stereo not given)
  ? | -4.3% | 3.1% | 1.9% | -0.4 | 0.0% | -0.1% | -0.5% | i
27) C[C@@H](NC(=O)[C@@H]1Cc2ccccc2CN1)C(=O)NC1CCCC1
  -4.7% | 6.0% | 8.5% | -0.6% | -3.3 | -1.2% | ? | 0.0% | .
28) Cc1ccc(C(=O)N/N=C/c2cccc3ccccc23)cn1
  12.4% | 2.4% | 3.2% | . | 1.8 | -4.9% | 0.1% | 2.9% | i
29) COc1ccc(Cl)cc1C(=O)NCCN(C)C
  -5.4% | 0.9% | 10.7% | 0.5% | 0.3 | -3.4% | -18.6% | 0.4% | i
30) CN(C)S(=O)(=O)c1ccc(N2CCCC2)c(C(=O)NNC(=O)c2ccc(Br)cc2)c1
  ? | -2.9% | -2.9% | -1.2% | -1.8 | -10.4% | -24.7% | 1.6% | i
31) COCCNC(=O)c1cc2c(=O)n(C)c3ccccc3c2n1C
  -2.0% | -5.4% | 6.2% | 0.2% | -0.8 | 8.0% | -14.2% | 10.9% | i
32) NS(=O)(=O)c1ccc(CCNc2nc(CN3CCOCC3)nc3sc4c(c23)CCC4)cc1
  5.0% | -20.0% | 17.0% | 0.9% | -2.5 | -1.1% | -23.7% | 0.6% | i
33) COc1ccc(S(=O)(=O)N2CCOCC2)cc1NC(=O)CN1C(=O)NC(C)(C2CC2)C1=O (stereo not given)
  -0.3% | -11.2% | -1.6% | -1.9% | -1.9 | 1.0% | -4.9% | -0.2% | i
34) CC(=O)Nc1ccc(Nc2nc(C)cc(C)n2)cc1
  2.3% | 2.3% | 8.0% | -0.3% | -0.9 | -3.5% | -0.5% | -0.5% | i
35) O=S1(=O)[C@H]2C[C@@H]3C=C[C@@]2(CN1Cc1cccc(Cl)c1)O3
  1.9%&13.9% | -2.1% | 5.6% | -0.6% | -2.6 | -4.6% | 7.4% | -0.6% | i
36) N#CC(=C(O)COC(=O)CCCNC(=O)c1ccc(Cl)cc1)c1nc2ccccc2[nH]1
  7.7% | -2.6% | 5.4% | . | -1.1 | ? | 0.1% | ? | i
37) Cn1nnnc1SCC(=O)NCCCc1ccccc1
  0.0% | -0.1% | 8.4% | -0.7% | -5.4 | -0.7% | 8.1% | -0.5% | i
38) COc1ccc(NC(=O)CN2C(=O)NC(C)(c3ccccc3)C2=O)cc1Cl (stereo not given)
  -0.6% | 0.2% | 5.8% | 0.9% | 1.8 | -2.1% | -11.9% | 1.2% | i
39) O=C(NC1CCN(C(=S)NCc2ccco2)CC1)c1cccc(F)c1
  ? | -4.9% | 1.0% | 0.8% | -1.1 | 8.1% | 2.9% | -0.2% | i
40) C=CCn1c(SC)nnc1C1COc2ccccc2O1 (stereo not given)
  4.0% | 3.4% | 4.7% | 0.5% | -0.1 | 15.7% | 17.4% | -0.4% | i
41) O=C(c1cc2cc(Br)ccc2o1)N1CCN(c2ccccc2)CC1
  -6.8% | -0.6% | -1.3% | 1.3% | -1.2 | 0.0% | 11.5% | 0.6% | i
42) O=C1O[C@@H](c2ccccc2)C[C@@H](O)C(=O)CCc2ccccc21
  . | . | 6.8% | . | 0.3 | -5.1% | . | 0.6% | i

Source: PubChem
